MCF10A rerep = A quantitative high throughput screen for small molecules that induce DNA re-replication in MCF 10a normal breast cells | MCF 10A DNA re-replication, Hoechst nuclear intensity, 48 h | Potency, µM (top dose mostly 46.1 µM), without a hit: at the highest dose activity, positive = re-replication, hits mostly activators | 350,000 compounds, 2.9% hits | AID 624296, 2012; note: % of control where 0% means no effect; nearly all actives have a fitted effect of over 50% in size
S2 tox = Viability Counterscreen for Primary qHTS for Inhibitors of ATXN expression; S2 cells (HEK-293 line with an ATXN2-luciferase reporter) viability, CellTiter-Fluor protease fluorescence, 24 h; Potency, µM (top dose mostly 56.7 µM), most hits filed as cytotoxic; 400,000 compounds, 0.49% hits; AID 651635, 2014; note: nearly all actives have a fitted effect of over 40% in size
EPAC2 antagonist = qHTS for Antagonist of cAMP-regulated guanine nucleotide exchange factor 2 (EPAC2): primary screen. Potency, µM (doses to about 114 µM), for the others: at the highest dose activity, negative = inhibition, usual class: inhibitors. 360,000 compounds, 0.18% hits. Rap guanine nucleotide exchange factor 4 (Homo sapiens), Q8WZA2. EPAC2 GEF exchange of Rap1B-BODIPY-GDP, fluorescence; note: % is set by controls: 0 for no effect and ±100 for the full control effect; nearly all actives have a fitted effect of over 45% in size; many of its hits are not listed in these tables
Target sequence (Q8WZA2 whole entry, looked up): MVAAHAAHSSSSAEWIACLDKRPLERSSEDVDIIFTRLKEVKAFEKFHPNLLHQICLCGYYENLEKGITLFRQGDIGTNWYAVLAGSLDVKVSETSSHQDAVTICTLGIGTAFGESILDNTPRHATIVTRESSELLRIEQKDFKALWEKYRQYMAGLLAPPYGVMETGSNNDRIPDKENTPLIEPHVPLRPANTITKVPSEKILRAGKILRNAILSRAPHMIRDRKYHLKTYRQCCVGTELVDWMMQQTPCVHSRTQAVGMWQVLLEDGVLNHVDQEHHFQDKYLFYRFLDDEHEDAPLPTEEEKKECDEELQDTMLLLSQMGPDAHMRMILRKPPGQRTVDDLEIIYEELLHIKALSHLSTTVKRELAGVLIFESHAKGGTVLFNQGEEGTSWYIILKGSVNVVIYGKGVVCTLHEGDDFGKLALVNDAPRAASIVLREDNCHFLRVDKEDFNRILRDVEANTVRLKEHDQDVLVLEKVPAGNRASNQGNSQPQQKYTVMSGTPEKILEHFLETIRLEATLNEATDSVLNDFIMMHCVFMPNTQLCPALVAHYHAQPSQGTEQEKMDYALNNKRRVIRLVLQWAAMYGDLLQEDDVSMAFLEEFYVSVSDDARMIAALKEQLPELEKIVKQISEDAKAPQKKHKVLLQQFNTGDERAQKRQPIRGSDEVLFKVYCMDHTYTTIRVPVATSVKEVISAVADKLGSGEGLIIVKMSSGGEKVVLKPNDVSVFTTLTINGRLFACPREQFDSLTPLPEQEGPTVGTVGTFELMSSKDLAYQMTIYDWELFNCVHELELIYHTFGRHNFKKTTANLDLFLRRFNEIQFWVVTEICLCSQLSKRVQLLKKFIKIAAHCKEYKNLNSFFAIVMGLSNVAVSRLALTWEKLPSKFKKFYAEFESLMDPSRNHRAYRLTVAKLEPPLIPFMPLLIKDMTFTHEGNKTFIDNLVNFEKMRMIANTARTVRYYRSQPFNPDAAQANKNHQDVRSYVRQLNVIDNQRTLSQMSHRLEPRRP
ATXN2 expr inh = Primary qHTS for Inhibitors of ATXN expression | HEK-293 ATXN2-luciferase reporter, luminescence, 24 h | 360,000 compounds, 0.72% hits | Potency, µM (doses to about 57 µM), for the others: at the top dose activity change, negative = inhibition, most hits filed as inhibitors; note: % is set by controls: 0 for no effect and ±100 for the full control effect; nearly all actives have a fitted effect of over 55% in size
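qHTS (up to 57 uM final) was run with 24 h compound exposure of reporter cells at 37 °C. Each well was multiplexed: SteadyGlo luminescence measured ATXN2-luciferase expression after a fluorogenic Gly-Phe-AFC viability readout (25 uM final).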
HepG2 viability = qHTS for Inhibitors of TGF-b: Cytotox Counterscreen | HepG2 CAGA-GFP viability, ATP luminescence, 18 h | Potency, µM (titrated, usually from 46.1 µM), for inactives: at the top dose activity change, negative = cytotoxicity, actives largely listed as cytotoxic | 410,000 compounds, 0.76% hits | AID 588856, 2011; note: some results filed as inactive show a strong effect at the top dose
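HepG2 CAGA-GFP cells (1000/well, DMEM with 1% FBS) received compound, then TGF-beta at 500 pg/mL final, and were incubated 18 hours at 37 degrees C. Viability was read by CellTiter-Glo luminescence. Media-only wells were set as complete cell-killing and DMSO as no toxicity.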
Nrf2 block = Nrf2 qHTS screen for inhibitors; A549 ARE-Fluc reporter, luciferase luminescence, 18-24 h; Potency, µM (titrated, usually from 46 µM), inactives show at the top dose activity change, negative = inhibition, most hits filed as inhibitors; 360,000 compounds, 2.1% hits; AID 504444, 2011; note: % is set by controls: 0 for no effect and ±100 for the full control effect; nearly all actives have a fitted effect of over 60% in size
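Concentration-response testing used A549 ARE_Fluc cells at 5000 cells/well. Following an 18-24 h compound incubation, viability was read by fluorescence (Ex 405/Em 525) and luciferase output by luminescence.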
Nrf2 activator = qHTS of Nrf2 Activators. 410,000 compounds, 0.31% hits. Potency, µM (series often up to 46.1 µM), inactives show at the highest dose activation, most hits filed as activators. AREc32 ARE-luciferase reporter (MCF7-derived line), luminescence, 24 h; note: % of control where 0% means no effect; nearly all actives have a fitted effect of over 65% in size
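Reporter line AREc32 (ARE-Fluc), seeded overnight in OPTI-MEM with 5% FBS; compound pin-transferred, 24 hr at 37 deg C, 5% CO2; luminescent read-out.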
A549 viability = Nrf2 qHTS screen for inhibitors: counterscreen for cytotoxicity | A549 ARE-Fluc cells, CellTiter-Fluor viability, 18-24 h | Potency, µM (titrated, usually from 46 µM), without a hit: at the top dose activity change, negative = cytotoxicity, hits mostly inhibitors | 390,000 compounds, 0.16% hits | AID 504648, 2011; note: % is set by controls: 0 for no effect and ±100 for the full control effect
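A549 ARE_Fluc cells in 5% FBS OPTI-MEM were exposed to compounds in concentration-response for 18-24 h at 37 deg C. Viability was read by CellTiter-Fluor fluorescence (Ex 405/Em 525) after 30 min, before the luciferase read.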
TGFb SMAD3 inh = qHTS for Inhibitors of TGF-b. 410,000 compounds, 1.2% hits. HepG2 CAGA-GFP TGF-b/SMAD3 reporter, GFP fluorescence, 18 h; TGF-beta stimulated, 500 pg/mL final. Potency, µM (series often up to 46.1 µM), without a hit: top-dose activity, negative = inhibition, hits mostly inhibitors; note: % is set by controls: 0 for no effect and ±100 for the full control effect; nearly all actives have a fitted effect of over 65% in size
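Smad-responsive CAGA-GFP expression was quantified in HEPG2 cells exposed to compounds and 500 pg/mL final TGF-beta for 18 h at 37 degrees C; unstimulated wells defined full inhibition.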
Numbers without * were called inactive; i = inactive; ? = inconclusive; nt = not tested or not shown; & = joins results of further samples; [ ] = remark or other dose. Calls come from the whole dose curve; as a rule, active = well fitted curve in the direction sought with a large enough effect; inconclusive = small, poorly fitted or top-dose-only effect, or another doubt; inactive = no such curve, though single readings can be large; an effect the other way counts as inactive or inconclusive. Potency is the fitted concentration of half-maximal effect.

Compound	MCF10A rerep	S2 tox	EPAC2 antagonist	ATXN2 expr inh	HepG2 viability	Nrf2 block	Nrf2 activator	A549 viability	TGFb SMAD3 inh
CC(C)CC(NC(=O)C(NC(=O)C1CCC(=O)N1C(=O)OCc1ccccc1)C(C)C)C(=O)N1CCCC1C(N)=O (configuration not stated)	-11%	i	8%	-10%	-4%	1%	-0.4%	1%	1%
COC(=O)C1=NN(c2ccccc2OC)C2C(=O)N(c3ccccc3OC)C(=O)C12 (configuration not stated)	-56%[inhibitor]	i	2%	2%	10%	26%	1.3%	4%	-9%
COc1ccc(CCNC(=O)CN2C(=O)COc3ccc(S(=O)(=O)N4CCCCCC4)cc32)cc1OC	nt	?	nt	8%	-43%	-19%	0.3%	?	4%
Cc1ccc(-n2c(C)nnc2SC(C)C(=O)N2CCCC2)cc1 (configuration not stated)	-2%	i	2%	1%	-2%	-1%	-0.4%	2%	-15%
Cc1c(C)[n+](=O)c2c(n1[O-])CCCCC2	6%	i	4%	-2%	1%	-8%	0.0%	1%	-8%
COc1ccccc1-n1cnc2cc(NC(C)=O)ccc21	20%	i	3%	2%	-1%	-8%	0.3%	-9%	-11%
COc1cc(NC(=O)Nc2nnc(N3CCCCCC3)s2)cc(OC)c1	nt	i	nt	10%	0%	?	-0.6%	8%	3%
COc1cccc(CNCCSc2nnnn2C)c1OCc1ccc(F)cc1	nt	i	nt	-2%	-35%	-27%	3.9%	-2%	-26%
Cc1ccc(S(=O)(=O)Nc2ccccc2C(=O)OC(C)C(=O)Nc2ccc3ccccc3c2)cc1[N+](=O)[O-] (configuration not stated)	10%	i	-1%	-12%	-15%	-22%	6.2%	-11%	?
COc1cc(/C=N/NC(=O)c2cc(C3CC3)[nH]n2)ccc1O	-8%	i	8%	nt	-6%	16%	0.4%	3%	0%
O=[N+]([O-])c1ccc(Nc2nc(Cl)nc(NCCO)n2)cc1	15%	i	-11%	-16%	0%	3%	11%	1%	-1%
O=C(Nc1ccc2c(c1)OCCO2)C(CCc1ccccc1)N1CCC(Cc2ccccc2)CC1 (configuration not stated)	nt	i	-14%	60%[activator]	-3%	nt	7.4%	nt	-24%
CCOC(=O)c1ccc(CN(Cc2ccccc2)S(=O)(=O)c2ccc(C)cc2)cc1	nt	nt	nt	nt	-29%	nt	2.8%	3%	-17%
O=c1c2ccccc2nc2n1C(CBr)CS2 (configuration not stated)	-5%	i	-6%	nt	3%	-10%	2.3%	1%	1%
c1ccc(-c2cc(-c3ccccc3)c3c(n2)-c2ccccc2OC3)cc1	nt	i	nt	8%	-11%	20%	-0.2%	8%	0%
Cc1ccc(S(=O)(=O)NC2=NCN(CCc3ccccc3)CN2)cc1	-1%	i	-2%	-13%	2%	-12%	0.1%	-6%	19%
O=C(Cc1ccccc1)N1CCN(S(=O)(=O)c2cccc([N+](=O)[O-])c2)CC1	-2%	i	15%	-2%[11.3 µM]	3%	-6%	0.1%	-1%	1%
Cc1cc(NC(=O)CN2C(=O)NC3(CCCCCC3)C2=O)no1	1%	i	9%	1%	7%	5%	-0.8%	-7%	1%
Cc1cccc2c(=O)cc(C)n(CC(=O)N3CCCCC3)c12	3%	i	-3%	5%	8%	-7%	2.8%	?	-5%
CCCC(=O)Nc1nnc(CC(=O)N2CCCC2)s1	3%	i	-1%	-4%	-12%	2%	-0.5%	1%	-1%
O=C(CN1C(=O)C2C3CC(C(Br)C3Br)C2C1=O)OCC(=O)c1cccc([N+](=O)[O-])c1 (configuration not stated)	-9%	i	-5%	-23%	-16%	-1%	-0.6%	-8%	-6%
Cc1ccccc1N1CCN(Cc2ccc(Br)o2)CC1	13%	i	5%	-12%	7%	1%	0.0%	1%	-6%
Nc1ccccc1C(=O)NCC1(c2ccccc2)CCCC1	?	i	0%	-1%	-3%	3%	0.0%	-6%	-23%
O=C(NCCS(=O)CCNC(=O)C(F)(F)F)C(F)(F)F	-3%	i	0%	1%	2%	1%	-0.6%	1%	1%
COc1ccc(-c2cc(C(=O)Nc3c(C)n(C)n(-c4ccccc4)c3=O)no2)cc1OC	-1%	i	1%	-23%	-14%&-19%	-15%&-3%	-0.7%&0.9%	11%&-2%	-7%&-10%
O=C(NNc1cc(N2CCOCC2)nc(N2CCOCC2)n1)c1ccc([N+](=O)[O-])cc1	-3%	i	?	-8%	-6%	-1%	-1.2%	-15%	3%
O=C(Cc1ccccc1)NCC(=O)N/N=C/c1cccnc1	-1%	?	11%	-6%	4%	4%	-0.2%	8%	1%
O=C(NCC(c1cccnc1)N1CCN(c2ccccc2F)CC1)C1CCCCC1 (configuration not stated)	-30%[inhibitor]	i	20%	-12%	-6%	-27%	-0.6%	0%	?
CC(C)N(c1ccccc1)c1ccc(NC(=O)[C@@H]2O[C@H](CO)[C@H](O)[C@H](O)[C@H]2O)cc1	nt	i	1%	-7%	6%	nt	-0.3%[9.22 µM]	nt	0%
CCc1ccc(NC(=O)CC2S/C(=N/N=C3CCCCCC3)NC2=O)cc1 (configuration not stated)	0%	i	-20%	1%	-26%	-3%	4.1%	10%	?
O=C1CC(c2ccc(S(=O)(=O)NCc3ccncc3)cc2)CN1 (configuration not stated)	11%	i	7%	3%	1%	-9%	-1.1%	-2%	-1%
COc1ccccc1CNC(=O)C1CCN(S(=O)(=O)c2c(C)noc2/C=C/c2cccs2)CC1	nt	nt	nt	nt	-23%	-18%	8.2%	-9%	-9%
CC(Cc1ccccc1)Nc1ncnc2c1ncn2C1OC(CO)C(O)C1O (configuration not stated)	-2%	i	-29%	35%	-2%	9%	0.5%	-5%	5%
CCCNC(=O)c1c[nH]c2ccc(S(=O)(=O)N(C)c3ccc(OCC)cc3)cc2c1=O	?	i	-5%	-9%	-4%	nt	0.2%	-19%	-29%
CCC(C)NC(=O)c1nc2c(nnn2Cc2ccccc2Cl)c(=O)[nH]1 (configuration not stated)	1%	i	2%	-25%	-20%	-23%	0.2%	-3%	16%
CCOc1ccc2c(c1)c1nc3ccccc3nc1n2C	4%	i	-17%	17%	-5%	6%	30%	1%	77%[activator]

Random excerpt: three compounds from above.
Compound	MCF10A rerep	S2 tox	EPAC2 antagonist	ATXN2 expr inh	HepG2 viability	Nrf2 block	Nrf2 activator	A549 viability	TGFb SMAD3 inh
O=C(Cc1ccccc1)NCC(=O)N/N=C/c1cccnc1	-1%	?	11%	-6%	4%	4%	-0.2%	8%	1%
COc1ccc(-c2cc(C(=O)Nc3c(C)n(C)n(-c4ccccc4)c3=O)no2)cc1OC	-1%	i	1%	-23%	-14%&-19%	-15%&-3%	-0.7%&0.9%	11%&-2%	-7%&-10%
O=C(NNc1cc(N2CCOCC2)nc(N2CCOCC2)n1)c1ccc([N+](=O)[O-])cc1	-3%	i	?	-8%	-6%	-1%	-1.2%	-15%	3%

Continued.
Compound	MCF10A rerep	S2 tox	EPAC2 antagonist	ATXN2 expr inh	HepG2 viability	Nrf2 block	Nrf2 activator	A549 viability	TGFb SMAD3 inh
CCCN(CCC)CCCNC(=O)CC1Nc2ccccc2NC1=O (configuration not stated)	2%	i	-5%	-7%	-17%	-5%	0.1%	-7%	10%
CSc1ccccc1-c1n[nH]c(=S)o1	0%	i	-9%	-16%	3%	-15%	-0.5%	-9%	2%
CCOc1ccc(N=Nc2c(=O)[nH]n3c(=O)cc(C)[nH]c23)cc1	1%	i	-60%	-6%	-33%	5%	0.7%	?	4%
CC(C)(C)c1nc2c(Br)cc(Br)cc2c(=O)o1	6%	i	15%	-21%	23%	4%	0.5%	-2%	7%
CC(C)CC(=O)Nc1nnn(C)n1	-2%	?	5%	-5%	-10%	4%	0.0%	2%	-8%
CCOC(=O)c1sc2nc(C)nc(Nc3ccc(OC)c(OC)c3)c2c1C	-3%	nt	8%	-22%	2%	?	7.3%	-10%	0%
COc1ccccc1N/C(N)=N/c1nc(CSc2ccc(C)cc2)cc(=O)[nH]1	-2%	i	4%	2%	-3%	21µM*	0.6%	-7%	-8%
COc1cc(OC)c(NS(=O)(=O)c2cc3[nH]c(=O)c(=O)[nH]c3cc2C)cc1Cl	-5%	i	-20%	nt	3%	6%	-1.1%	0%	5%
CCOC(=O)C1CCC(CN(Cc2ccccc2C)S(=O)(=O)c2ccc([N+](=O)[O-])cc2)CC1 (configuration not stated)	?	?	-3%	-21%	-1%	-6%	-0.2%	-2%	-12%
O=c1[nH]c(=S)[nH]c2sc3c(c12)CCCCCC3	?	i	7%	5%	1%	-10%	-0.5%	0%	-4%
COc1cccc(S(=O)(=O)NCc2ccc(C(=O)N3CCN(C)CC3)cc2)c1	-16%	i	2%	3%	-20%	1%	-0.5%	6%	-8%
Cc1ccc(C(=O)Nc2nc(=O)n(C(=O)c3ccccc3Cl)s2)cc1	?	i	7%	51%[activator]	-3%	11%	3.3%	2%	?
CC(C)CC(=O)N(c1ccc(F)cc1)C1C=CS(=O)(=O)C1 (configuration not stated)	?	i	0%	-3%	-34%	1%	0.0%	-7%	-2%
COc1ccc(NC(=O)CSc2ncc(-c3ccc(Cl)cc3)[nH]2)cc1OC	nt	i	nt	-26%	-31%	-2%	5.5%	?	-3%
CCc1cccc2c(C#N)cn(CC(=O)NCCOC)c12	-1%	i	0%	-18%	-4%	-12%	-0.4%	-3%	-39%
Cn1nnc2cc(C(=O)NCCC3=CCCCC3)ccc21	-1%	i	3%	4%	1%	?	-0.5%	0%	-23%
O=C(Cn1c(=O)nc(-c2ccccc2)c2cc(Cl)ccc21)NCCc1ccc(Cl)cc1	nt	i	nt	9%	0%	0%	-0.1%	2%	2%
CCC(=O)Nc1ccccc1Sc1ncnc2scc(-c3ccccc3)c12	1%	i	-2%	-13%	4%	-9%	7.0%	-8%	2%
CC(=O)NC1=NN(C(C)=O)C(c2cccs2)S1 (configuration not stated)	0%	i	-2%	13%	2%	0%	3.5%	-3%	-4%

Source: PubChem BioAssay (National Center for Advancing Translational Sciences (NCATS))

These rows are one share of the data (hit frequency here may not be typical).
